OX1R antag-1 – OX1R (human) antagonism; hit rate 1.8% among 330,000; O43613; inhibition, % at 6.6 µM; OX1R-expressing cells, FRET antagonist read-out; AID 485270; in the data active = inhibition mostly above about 38%, no sharp cut-off; inactive = mostly below about 40%;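 note: 0% = agonist challenge alone and 100% = reference antagonist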
Target sequence (O43613 whole entry, looked up): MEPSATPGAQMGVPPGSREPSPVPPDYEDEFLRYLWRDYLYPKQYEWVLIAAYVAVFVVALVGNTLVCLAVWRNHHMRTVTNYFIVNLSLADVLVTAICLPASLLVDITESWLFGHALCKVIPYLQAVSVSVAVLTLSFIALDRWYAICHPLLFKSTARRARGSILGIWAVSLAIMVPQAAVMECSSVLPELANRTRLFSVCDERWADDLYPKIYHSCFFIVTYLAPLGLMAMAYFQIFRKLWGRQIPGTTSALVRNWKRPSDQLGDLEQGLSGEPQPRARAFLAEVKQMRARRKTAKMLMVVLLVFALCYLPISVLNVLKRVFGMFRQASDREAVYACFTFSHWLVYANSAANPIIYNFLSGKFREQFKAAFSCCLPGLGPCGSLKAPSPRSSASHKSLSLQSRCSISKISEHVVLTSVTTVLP
STK33 kinase inh – blocks human STK33 kinase activity | Q9BYT3 | purified STK33, MBP phosphorylation, ADP-Glo luminescence | inhibition, % at 10 µM | hit rate 0.073% among 320,000 | AID 2661;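 active = inhibition at or above 25%, using the most active replicate where run in duplicate; inactive = inhibition below 25%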
Target sequence (Q9BYT3 whole entry, looked up): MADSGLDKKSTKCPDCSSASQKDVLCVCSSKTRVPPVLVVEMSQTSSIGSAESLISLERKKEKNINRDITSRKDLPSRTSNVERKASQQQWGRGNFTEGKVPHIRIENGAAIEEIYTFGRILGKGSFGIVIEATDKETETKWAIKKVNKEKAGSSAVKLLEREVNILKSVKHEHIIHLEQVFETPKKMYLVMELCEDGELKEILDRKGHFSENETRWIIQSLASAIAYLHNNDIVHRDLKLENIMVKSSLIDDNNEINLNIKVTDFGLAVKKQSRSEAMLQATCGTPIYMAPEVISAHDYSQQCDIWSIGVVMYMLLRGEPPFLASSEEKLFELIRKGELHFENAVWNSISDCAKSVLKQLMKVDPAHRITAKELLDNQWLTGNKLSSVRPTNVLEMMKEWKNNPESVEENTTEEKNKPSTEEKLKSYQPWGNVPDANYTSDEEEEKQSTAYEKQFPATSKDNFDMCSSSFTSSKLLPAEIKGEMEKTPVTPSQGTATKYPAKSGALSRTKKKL
OX1R antag-2 – human HCRTR1 antagonism. inhibition, % at 5 µM. AID 434989. O43613. CHO/OX1R cells, Fluo-8 calcium fluorescence, orexin A. hit rate 0.43% among 330,000;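 active = inhibition above its plate's threshold, mean inhibition of all tested compounds on the plate plus 3 SD, cut at about 37% in these data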;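 note: 0% = orexin A challenge wells and 100% = SB-334867-A antagonist wells; not every result past the cut was called active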
Active calls of the source: *; nt = not tested or not shown. This is a random part of the collection; about 2.2% have a hit in one of these screens.

SMILES | OX1R antag-1 | STK33 kinase inh | OX1R antag-2
CN1C(=O)CSc2ccc(NC(=O)NCCC3=CCCCC3)cc21 | 20 | -1.1 | -12
COc1ccc(Cc2nnc(NC(=O)Nc3ccccc3)s2)cc1OC | 1 | 0.4 | -29
Cn1c(NCCN(CCO)CCCc2ccc([N+](=O)[O-])cc2)cc(=O)n(C)c1=O | 27 | -0.2 | -3
O=P(O)(CP(=O)(c1ccccc1)c1ccccc1)c1ccccc1O | 6 | -1.3 | 4
CCN(CC)CCCN1C(=O)C(=O)/C(=C(/O)c2ccccc2)C1c1cc(OC)ccc1OC (stereo not given) | 4 | -1.3 | -10
CCOc1ncccc1C(=O)N1CCN(S(=O)(=O)c2ccccc2)CC1 | 27 | -0.6 | -17
Cc1cccc(NC(=O)C2(c3cccs3)CCOCC2)n1 | 17 | -0.9 | -9
O=[N+]([O-])c1ccc(O)c(/C=N/n2c(CO)nc3ccccc32)c1 | 2 | -0.6 | -4
O=C(NC(=O)c1ccccc1Cl)C(=O)Nc1ccc(Cl)cc1 | 2 | -0.6 | 4
COC(=O)Cc1n[nH]c(=S)[nH]c1=O | 20 | -2.7 | 7
Cc1cccc(NC(=O)/C(=C\c2cccs2)NC(=O)c2ccccc2)c1 | 41 | -1.2 | -10
COc1ccc(OC)c(NC(=O)COC(=O)c2ccc(OC)c(S(=O)(=O)N3CCOCC3)c2)c1 | 7 | 0.6 | -33
COc1ccccc1C(=O)OCC(=O)c1cccc([N+](=O)[O-])c1 | 20 | 0.6 | -13
CCOc1ccc2ncc(S(=O)(=O)c3ccccc3)c(N3CCN(c4ccccc4)CC3)c2c1 | 10 | 0.4 | -10
Cc1ccc(F)cc1NC(=O)COC(=O)c1ccc2ncsc2c1 | -5 | 0.4 | -3
O=C(NCCN1CCOCC1)C1CC(=O)N(c2ccc(Cl)cc2)C1 (stereo not given) | 7 | -2.1 | -9
COc1ccccc1C(=O)N1CCN(S(=O)(=O)Cc2ccccc2)CC1 | 24 | nt | -27
COc1ccc(NC(=O)Nc2cc(C(C)(C)C)on2)cc1OC | 14 | 0.8 | -16
CCCCN1C(=O)C(O)=C(C(C)=O)C1c1ccccc1[N+](=O)[O-] (stereo not given) | 20 | -1.0 | -14
Cc1ccc(-c2csc(NC(=O)c3c(C)noc3C)n2)cc1C | 32* | -0.2 | 24
Cc1nc(S(=O)(=O)c2ccc(Cl)cc2)nc2c1CCC2 | -8 | 0.2 | -5
Clc1ccccc1C(c1ccccc1)(c1ccccc1)n1ccnc1 | 27 | -1.7 | -11
COc1ccc(CCN=C(N)NS(=O)(=O)c2ccccc2)cc1 | 16 | 0.1 | -2
Cc1cccn2c(=O)c(/C=C(\C#N)S(=O)(=O)c3ccccc3)c(N3CCN(Cc4ccccc4)CC3)nc12 | 11 | 0.8 | -16
Cc1ccc(NC(=O)Cn2ccc([N+](=O)[O-])n2)cc1Cl | 11 | -0.6 | -11
SMILES | OX1R antag-1 | STK33 kinase inh | OX1R antag-2
O=C(O)CCc1ccc(-c2ccc(Br)cc2)o1 | -1 | -0.6 | 0
CC(=O)Oc1ccc2c(c1)OC(c1ccccc1)CC21CC(C)(C)NC(=S)N1 (stereo not given) | 5 | -0.9 | -17
O=C(CCN1C(=O)COc2ccccc21)NCCCN1CCc2ccccc2C1 | 10 | -2.5 | -19
Cc1ccc(C)c(N2CCN(S(=O)(=O)c3ccc4c(c3)CC(=O)N4C)CC2)c1 | 8 | -1.1 | 18
CCOC(=O)c1c(C(F)(F)F)nc2ncccn12 | 26 | -2.4 | -12
C=CCn1c(-c2cccnc2)n[nH]c1=S | 20 | 0.2 | -6
CC1CCC2(CC1)NC(=S)N(c1ccccc1)N2 (stereo not given) | 24 | -1.1 | 0
CN(Cc1ccccc1)C(=O)Nc1ccccc1 | -1 | 0.1 | 4
CC1Cc2ccccc2N1C(=O)CCS(=O)(=O)c1cccc2nonc12 (stereo not given) | 85* | 0.3 | -12
CC(=O)c1ccc(OCC(=O)OC(C)C(=O)NC2CCCCC2C)cc1 (stereo not given) | 7 | -1.5 | 2
Cc1ccccc1OC(C)C(=O)NC1CCCC1 (stereo not given) | 9 | -0.2 | -21
CCCCCCCC(=O)Nc1cc(C(=O)NCc2ccc(C)cc2)ccc1N1CCC2(CC1)CC(c1ccccc1)=NO2 | 10 | 0.4 | -36
Cc1ccc(S(=O)(=O)N2CCCC(C(=O)Nc3ccc(NC(=O)c4ccccn4)cc3)C2)cc1 (stereo not given) | 9 | -0.1 | -25
COc1ccccc1CN(Cc1nc2ccccc2c(=O)[nH]1)C(=O)Nc1ccccc1 | 26 | -2.9 | -28
O=C(CC1(CC(=O)N2CCOCC2)CCCC1)Nc1ccc(F)cc1 | 15 | 4.4 | -35
CCOc1ccc(NC2CCN(C(C)=O)CC2)cc1 | 3 | -1.2 | -20
O=C(c1cc(COc2ccc(F)cc2Cl)on1)N1CCCCC1c1cccnc1 (stereo not given) | 7 | -0.2 | -11
COc1ccc(N(C(=O)CNC(=O)c2ccco2)C(C(=O)NCC2CCCO2)c2ccccc2)cc1 (stereo not given) | -6 | 0.3 | -21
COc1ccc(/C=N\NC(=O)c2ccc(=O)[nH]n2)cc1O | 43 | 0.6 | 4
C=CCC(Nc1ccccc1)c1cccc(OC)c1OC (stereo not given) | 10 | 0.4 | -22
O=C(O)CCCCCCCCCCCc1ccccc1 | 6 | 1.4 | -18
COc1cc(C(=O)NCCSc2ccc(Cl)cc2)cc(OC)c1OC | 11 | 0.9 | 16
Cc1c(OCC(=O)C(C)(C)C)ccc2c(-c3ccccc3)cc(=O)oc12 | 37 | -1.1 | -45
COC(=O)CCCC[C@@H]1SC[C@@H](NC(=O)OC)[C@@H]1NC(=O)OC | 12 | -3.5 | -7
Cc1ccc(-c2cc3nc(-c4ccc(Br)cc4)cc(N)n3n2)cc1 | 5 | 0.3 | -8
SMILES | OX1R antag-1 | STK33 kinase inh | OX1R antag-2
COC(=O)c1c(C(=O)OC)c2oc3ccccc3n2c1Cl | 41 | 0.3 | -16
Clc1ccc(-c2nnc(N3CCCC3)nn2)cc1 | 26 | -0.7 | -20
Cc1cccc(-c2c3c(nc4c2c(=O)n(C)c(=O)n4C)-c2ccccc2C3O)c1 (stereo not given) | 14 | 0.7 | -19
Cc1ccc(S(=O)(=O)NC(=O)Nc2cccc(C)n2)cc1 | 5 | -15 | -15
Cc1ccc(Cl)cc1N(C(=O)c1csnn1)C(C(=O)NC1CCCC1)c1ccco1 (stereo not given) | 43 | -0.8 | -28
CCC(=O)N1CCN(c2ccc(NC(=O)c3ccc(N4CCCC4)c([N+](=O)[O-])c3)cc2)CC1 | 8 | -1.4 | -10
CCOC(=O)N1CCN(S(=O)(=O)c2cccc3nsnc23)CC1 | 82* | 0.6 | -27
COCCn1c(=NC(=O)C2COc3ccccc3O2)sc2cc(S(N)(=O)=O)ccc21 (stereo not given) | 10 | -1.0 | 10
Cc1ccc(NS(=O)(=O)c2ccc(C(=O)NCc3ccncc3)cc2)cc1 | 6 | -1.0 | -5
Cc1nnc(Sc2cc(C(=O)NCCCOC(C)C)c3ccccc3n2)s1 | 11 | -0.3 | -18
CCCCCCOC(=O)/C=C/c1c(C)[nH]c(=O)[nH]c1=O | 16 | -0.6 | -13
O=C(NNC(=O)c1nn(-c2ccc(F)cc2)ccc1=O)Nc1cccc(Cl)c1 | 11 | -1.9 | -14
Cc1[nH][nH]c(=O)c1C(c1ccc([N+](=O)[O-])cc1)c1c(C)[nH][nH]c1=O | 10 | -0.3 | -14
CCN(CC)S(=O)(=O)c1cccc(-c2nnc(SCC(=O)N3CCC(C(=O)O)CC3)n2N)c1 | 0 | -2.2 | -21
COc1ccc(C2Nc3ccccc3C(=O)N2NS(=O)(=O)c2ccccc2)cc1OC (stereo not given) | 11 | 0.4 | -33
COc1ccc(C(=O)N2CCCC(Nc3ccc(C)c(C)c3)C2)cc1F (stereo not given) | 25 | -0.8 | -30
Cc1ccc(S(=O)(=O)CC(C)(O)CS(=O)(=O)c2ccc(C)cc2)cc1 | 2 | -1.1 | -16
COc1ccc(OC)c(CCNC(=O)CCc2cn(C)c3ccccc23)c1 | 11 | -0.2 | -27
O=C(Cn1c2c(c(-c3ccccc3)cc1=O)CCCC2)N1CCCCCC1 | 8 | -0.2 | -16
CC(=O)c1cccc(NC(=O)CSc2nnc(C(C)N(C)C)n2-c2ccc(F)cc2)c1 (stereo not given) | 28 | -1.0 | -25
COc1cc(C(=O)NCC(=O)NNC(=O)C2COc3ccccc3O2)cc(OC)c1OC (stereo not given) | 5 | 5.2 | 3
CCN(CC)CCn1c2c(c(SCC(=O)Nc3cccc4ccccc34)nc1=O)CCC2 | 27 | -0.2 | -34
OC(CC#CCN1CCCC1)(c1ccccc1)c1ccccc1 | 1 | -0.4 | -18
CN(C)CCOC(=O)C12CC3CC(C1)CC(C(=O)OCCN(C)C)(C3)C2 | 12 | 0.4 | -10
COCCNC(=O)CCn1nc(-c2ccc(C)cc2)ccc1=O | 6 | -0.3 | -17
SMILES | OX1R antag-1 | STK33 kinase inh | OX1R antag-2
COc1ccc(C(C(=O)NC(C)(C)C)N(C(=O)CCC(=O)Nc2cc(C)on2)c2ccc(C)c(C)c2)cc1 (stereo not given) | 10 | -0.6 | -35
O=C1[C@H]2[C@@H](c3ccc(F)cc3)N3C(=O)N(c4cccc(Cl)c4)C(=O)[C@@]3(Cc3ccccc3)[C@H]2C(=O)N1C1CCCCC1 | 20 | 0.2 | -43
COc1ccccc1C1NC(=O)c2ccccc2O1 (stereo not given) | 9 | -1.0 | 2
CNC(=O)CC1C(=O)N(c2ccc(OC)cc2)C(=S)N1NC(=O)c1cccc(F)c1 (stereo not given) | 7 | -1.1 | -10
Cc1ccc(-n2nc(C)c3c(C)cc(=O)[nH]c32)cc1 | 3 | 0.1 | -23
Cc1ccc(N2C(=O)C(CN(C)C)C2c2ccccc2)cc1 (stereo not given) | 4 | -1.0 | -34
COc1ccc(S(=O)(=O)N2CCCC2CNC(=O)C(=O)NCc2ccccc2Cl)cc1 (stereo not given) | 10 | -0.2 | -18
CCCCN1/C(=C/c2cccc[n+]2C)Sc2cc(NC(C)=O)ccc21 | 0 | 0.4 | -10
COc1ccc(C(=O)/C=C2/c3ccccc3CC(C)(C)N2C)cc1 | 12 | -1.5 | -20
COc1cc(C)ccc1OCCCOc1c(Cl)cccc1Cl | 23 | 0.4 | -26
CCc1nnc(NC(=O)CSc2ncc(-c3ccccc3)n2CC)s1 | 17 | -1.8 | -31
CCOC(=O)c1c(C)n(OC)c2ccc3c(no[n+]3[O-])c12 | 30 | -1.0 | -11
C#CCOCCOCCOCCNc1nc(N2CCOCC2)nc(N2CCN(C(=O)[C@H](CCCCN)n3cc([C@@H](N)C(C)CC)nn3)CC2)n1 (stereo not given in full) | 9 | -1.6 | -8
O=C1NC(=S)N/C1=C/c1cccnc1 | 38 | 1.2 | -4
COC(=O)N/N=C/c1c(C)c(C(=O)c2ccc(F)cc2)n2ccccc12 | 21 | nt | -29
CC[C@]12c3[nH]c4ccc(Cl)cc4c3CCN1C(=O)[C@@H](CC(=O)NCCCOC)C[C@@H]2C(=O)N1CCN(C(=O)c2ccco2)CC1 | 1 | nt | 0
CCC1CCCCN1CCCNC(=O)C1CCN(S(=O)(=O)N2CCCCC2)CC1 (stereo not given) | 4 | 0.0 | 4
CCSc1nnc(NC(=O)CSc2nccn2-c2cccc(C)c2)s1 | 8 | 0.0 | -39
NC(=O)c1cnn2c(C(F)(F)F)cc(-c3ccccc3)nc12 | 37 | -1.5 | -6
CCOC(=O)c1c(S(=O)(=O)NCCc2cccs2)c(C)n(C)c1C | 9 | -0.5 | 3
Cc1ccnc(Sc2ncccc2[N+](=O)[O-])n1 | 60* | -1.7 | -8
CC(=O)c1cn(CC(=O)NCc2ccco2)c2ccccc12 | 19 | -1.4 | -9
CC1=C(/C=C/C(C)=C/C=C/C(C)=C/CO)C(C)(C)CCC1 | 4 | 1.4 | -24
COCCN(C(=O)CCSc1ccc(F)cc1)c1c(N)n(Cc2ccccc2)c(=O)[nH]c1=O | 6 | -0.8 | -41

Molecules from the list above with fluorine:
SMILES | OX1R antag-1 | STK33 kinase inh | OX1R antag-2
Cc1ccc(F)cc1NC(=O)COC(=O)c1ccc2ncsc2c1 | -5 | 0.4 | -3
CCOC(=O)c1c(C(F)(F)F)nc2ncccn12 | 26 | -2.4 | -12
O=C(CC1(CC(=O)N2CCOCC2)CCCC1)Nc1ccc(F)cc1 | 15 | 4.4 | -35
O=C(c1cc(COc2ccc(F)cc2Cl)on1)N1CCCCC1c1cccnc1 (stereo not given) | 7 | -0.2 | -11
O=C(NNC(=O)c1nn(-c2ccc(F)cc2)ccc1=O)Nc1cccc(Cl)c1 | 11 | -1.9 | -14
COc1ccc(C(=O)N2CCCC(Nc3ccc(C)c(C)c3)C2)cc1F (stereo not given) | 25 | -0.8 | -30
CC(=O)c1cccc(NC(=O)CSc2nnc(C(C)N(C)C)n2-c2ccc(F)cc2)c1 (stereo not given) | 28 | -1.0 | -25
O=C1[C@H]2[C@@H](c3ccc(F)cc3)N3C(=O)N(c4cccc(Cl)c4)C(=O)[C@@]3(Cc3ccccc3)[C@H]2C(=O)N1C1CCCCC1 | 20 | 0.2 | -43
CNC(=O)CC1C(=O)N(c2ccc(OC)cc2)C(=S)N1NC(=O)c1cccc(F)c1 (stereo not given) | 7 | -1.1 | -10
COC(=O)N/N=C/c1c(C)c(C(=O)c2ccc(F)cc2)n2ccccc12 | 21 | nt | -29
NC(=O)c1cnn2c(C(F)(F)F)cc(-c3ccccc3)nc12 | 37 | -1.5 | -6
COCCN(C(=O)CCSc1ccc(F)cc1)c1c(N)n(Cc2ccccc2)c(=O)[nH]c1=O | 6 | -0.8 | -41

Screening data from PubChem BioAssay.
